# TbPYK inhibitor: qHTS of Trypanosoma Brucei Inhibitors; pyruvate kinase (Trypanosoma brucei), Q57TT1; TbPYK enzyme, Kinase-Glo Plus ATP luminescence, 45 min; Potency, µM (top dose mostly 76.8 µM), for the others: at the top dose activity, negative = inhibition, actives largely listed as inhibitors; hit rate 0.12% among 410,000; AID 624173, 2012; active means well fitted inhibition curve with a large enough effect; further: nearly all actives have a fitted effect of over 50% in size
#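 Quantitative HTS: titrated library compounds versus trypanosomal pyruvate kinase in TEA buffer (pH 7.2) containing KCl, MgCl2, BSA and Tween-20. Reactions were initiated with ADP, 130 uM final. Kinase-Glo Plus luminescence was read after 45 min at RT.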
# Active calls of the source: *. On the % scale 0 is the no-effect control and ±100 the full control effect; potency means the concentration at half of the fitted maximal effect.
SMILES,TbPYK inhibitor
COc1ccccc1NC(=O)C1=C(C)Nc2c(C(=O)Nc3ccc(F)cc3)cnn2C1c1cccc([N+](=O)[O-])c1 (stereo not drawn),-2.5%
COc1ccccc1N1CCN(S(=O)(=O)CCNC(=O)c2cccs2)CC1,-12.0%
Brc1ccc(-c2nnc3sc(CN4CCCCC4)cn23)cc1,0.9%
CC1=C(C(=O)NCc2cccc(Br)c2)C2(CCCCC2)OC1=O,1.1%
COCCN1CCN(c2c(C)c(C)nc3cc(-c4cccc(OC)c4)nn23)CC1,-8.1%
COc1cccc(C(=O)Nc2ccccc2-c2nc3ccccc3s2)c1,4.3%
CC1CCN(C(=O)CSc2nnc(NC(=O)Nc3ccccc3)s2)CC1,0.1%
Cc1ccc(NC(=O)CSc2ccc(-c3sc(-c4ccccc4)nc3C)nn2)cc1F,-2.1%
COc1cc2c(cc1OC)C(=Cc1ccc(N(C)C)cc1)C=C2,-9.3%
COc1ccc(C(=O)c2ccccc2C(=O)c2ccccc2)cc1,-2.4%
Cc1ccc(NC(=O)c2cnc(SCC(=O)N3CCOCC3)n(C)c2=O)cc1,5.6%
Cc1ccccc1OCC(=O)Nc1ccc(S(=O)(=O)N(Cc2ccccc2)c2ccccc2)cc1,0.4%
N#Cc1cc(Oc2ccc(Cl)cc2)c(N2CCOCC2)cc1C#N,0.8%
C[C@@H]1CN([C@H](C)CO)C(=O)CCCn2cc(nn2)CO[C@H]1CN(C)S(=O)(=O)c1ccccc1C#N,-1.6%
Cc1ccc(NC(=O)C2CCCN(S(=O)(=O)c3ccc4c(c3)oc(=O)n4C)C2)cc1Cl (stereo not drawn),-1.4%
COc1ccccc1C(O)c1ncc(-c2ccccc2C)[nH]1 (stereo not drawn),-3.1%
CC(C)c1ccc(NC(=O)CCn2c(=O)c3cccn3c3ccccc32)cc1,2.6%
CC1CN(C2CCCCC2)C(=S)N(c2ccccc2)C1=O (stereo not drawn),3.8%
CC(C)Oc1cc(F)ccc1-c1cc(C(=O)NCc2ccccc2)[nH]n1,-0.5%
Cc1oc2ncnc(N3CCOCC3)c2c1C(=O)N1CCN(c2cccc(C(F)(F)F)c2)CC1,0.4%
N#CCOc1ccccc1CNC[C@H]1O[C@@H](n2cnc3c(=O)[nH]c(N)nc32)[C@H](O)[C@@H]1O,4.2%
COCCNc1ncnc2c1ncn2[C@H]1CN(CCOC)C[C@@H](CO)O1,0.4%
Cc1nc2nc(NC(=O)c3ccc(C(C)(C)C)cc3)[nH]n2c(=O)c1C,-1.5%
O=C(Cc1ccc(Cl)cc1)c1ccccc1,2.0%
Cn1c(SCc2ccc(F)cc2)nc2ccc(C(=O)NCc3cccc(Cl)c3)cc21,-9.3%
CC(C)c1cnc2c(c1SCC(=O)c1ccccc1)c(=O)n(C)c(=O)n2C,4.3%
Cn1nnnc1SCCCNCc1cc(Cl)ccc1OCc1ccc(F)cc1,0.0%
O=C(CN1CCN(S(=O)(=O)c2cc(Br)ccc2Br)CC1)NCc1ccccc1Cl,-0.3%
OC[C@@H]1CN(Cc2cccs2)C[C@H](n2cnc3c(NC4CCC4)ncnc32)O1,8.0%
CCCS(=O)(=O)NC(=O)C1(C)CCN(C(=O)c2nc(C)oc2C)C1 (stereo not drawn),0.8%
Cc1cccn2c(=O)c3cc(C(=O)NC(C)c4ccccc4)c(=N)n(CCCO)c3nc12 (stereo not drawn),5.2%
COC(=O)C1=C(C(=O)OC)[C@@H]2N(C)c3ccc(OC)cc3[C@@]23C[C@@H](C(=O)OC)N(C(=O)NCCBr)C3=N1,0.3%
CSc1ccccc1C(=O)C1CCCN(C(=O)c2cccc(Cn3cccn3)c2)C1 (stereo not drawn),3.3%
CNc1cc(-c2cc(OC)ccc2OC)ncn1,0.4%
CCOC(=O)c1c(NC(=O)C(C)Sc2cn(CCNC(=O)c3ccccc3OC)c3ccccc23)sc2c1CCC2 (stereo not drawn),-10.1%
CCCCOC(=O)C1=C(C)NC(=O)NC1c1ccc2c(c1)OCO2 (stereo not drawn),7.8%
CCS(=O)(=O)N1CCc2cc(C(=O)Nc3cc(C(F)(F)F)ccc3Cl)ccc21,1.6%
COC(=O)c1c(NC(=O)/C(C#N)=C/c2ccc(OC)cc2)sc2c1CCC2,-2.0%
COc1ccc(C)cc1NC(=O)Nc1nnc(N2CCCCC2)s1,-14.7%
Cc1nc2cnc(N(C)C)nc2n(Cc2cccs2)c1=O,6.2%
CCc1ccc(-n2c(N3CCN(c4cccc(Cl)c4)CC3)nc3ccccc3c2=O)cc1,4.7%
COc1ccc(NC(=O)C2Cc3c(-c4cccc(C(C)=O)c4)ccnc3O2)cc1OC (stereo not drawn),5.2%
COc1ccc(NC(=O)C2CCCN(S(=O)(=O)c3ccc(F)cc3)C2)cc1 (stereo not drawn),-0.6%
COc1cc(OC)cc(-n2c(=O)[nH]c3cc(C(=O)NCCc4ccc(C)cc4)ccc3c2=O)c1,2.6%
CC(C)c1ccc(NS(=O)(=O)c2ccc3[nH]cc(C(=O)NCC4CCCO4)c(=O)c3c2)cc1 (stereo not drawn),1.0%
O=c1onc(-c2ccccc2Cl)n1-c1ccccc1Cl,-11.6%
COC(=O)CCNC(=O)c1ccc2nc(Cc3ccc(OC)cc3)oc2c1,-7.6%
CCC(=O)OC(Cc1ccccc1)(c1ccccc1)C(C)CN(C)C (stereo not drawn),2.5%
O=C(O)c1cocc1C(=O)O,6.5%
CCOC(=O)c1c(C)n(-c2ccccc2)c2ccc(OC(=O)c3ccccc3NC(=O)C(C)(C)C)cc12,-6.5%
CCOc1ccc(S(=O)(=O)N(CC(=O)NCCc2ccc(OC)cc2)c2ccccc2)cc1,-9.0%
Cc1ccc(C)c(S(=O)(=O)N2CCCC2CNC(=O)C(=O)Nc2ccccc2)c1 (stereo not drawn),-5.0%
COc1ccc(C(=O)N2CCC3(CCCN(Cc4ccccc4OC)C3)CC2)cc1,11.4%
CCC1CN(C(=O)N2CCC(C(=O)N3CCN(c4cc(C)ccc4C)CC3)CC2)c2ccccc2O1 (stereo not drawn),0.0%
COc1cccc(C(c2nnnn2C(C)(C)C)N2CCC3(CC2)C(=O)NCN3c2ccccc2)c1OC (stereo not drawn),1.8%
CCCNC(=O)C1(C)CCN1C(=O)c1cc(C)n(C)n1 (stereo not drawn),4.8%
CCCCCC(=O)N1C[C@@H](n2cc(COC(=O)c3ccccc3)nn2)[C@H](O)C[C@@H]1c1ccc(OC)cc1,-4.1%
CN1CC[C@@]2(CCCN(C(=O)Oc3ccccc3)C2)C1,0.4%
Cc1cccc(NC(=O)c2ccc(-n3c(C)nnc3C)cc2)c1,9.2%
Cc1cccc(N2CCN(c3ccc4cc(S(=O)(=O)N5CCC(C)CC5)ccc4n3)CC2C)c1 (stereo not drawn),3.2%
# (continued)
SMILES,TbPYK inhibitor
Cc1cccc(C)c1NC(=O)C(c1ccccc1OC(F)(F)F)N1CCN(c2ccc(F)cc2)CC1 (stereo not drawn),-14.7%
CCOC(=O)C1=C(CN2CCC(C(=O)OCC)CC2)NC(=O)NC1c1ccc(Cl)cc1 (stereo not drawn),4.8%
COc1ccc(-c2ccc(CN3C(C(C)C)C(=O)N(Cc4cn(CCC5OCCO5)nn4)CCS3(=O)=O)cc2)cc1OC (stereo not drawn),-9.0%
CN(CC(=O)Nc1cccc(C(F)(F)F)c1)S(=O)(=O)c1ccc2[nH]c3c(c2c1)CCCC3,-0.2%
O=C(CC(=O)N1CCOCC1)N1CCOCC1,-0.7%
CC1(C(=O)NS(=O)(=O)c2cccc(F)c2)CCN1C(=O)C/C=C/c1ccccc1 (stereo not drawn),-3.2%
CCOc1ccccc1NCc1nnc2n1CCCCC2,-9.0%
CCc1ccc(C(=O)c2cn(CC(=O)Nc3ccc4c(c3)OCCO4)c3ccc(C)cc3c2=O)cc1,-1.0%
CCc1nc2ccc(C(=O)NCc3ccc(OC)cc3)cn2c1N(CCC(C)C)CCN(C)C,-1.6%
O=C(c1cc2ccccc2[nH]1)N1O[C@@H]2C=C[C@H]1C2,-4.9%
Cc1nn(C(=O)COc2ccccc2Br)c(C)c1Sc1ccccc1,2.5%
COCCN1C(=O)c2ccccc2C1c1nnnn1Cc1ccccc1 (stereo not drawn),2.6%
CCOc1ccc(OCCC(=O)OCC(=O)Nc2cc(S(=O)(=O)N3CCOCC3)ccc2OC)cc1,1.5%
Cc1ccc(Cn2c(C3CCCN3c3nc(-c4cc(Cl)c(N)c(Cl)c4)cs3)nc3cc(Cl)c(Cl)cc32)cc1 (stereo not drawn),-13.5%
Cc1ccc2nc3n(c(=O)c2c1)-c1ncccc1C(=O)NC3Cc1ccccc1 (stereo not drawn),-5.7%
Cn1cnc2nc[nH]c2c1=O,-9.2%
CCCn1c2ccccc2c2cnn(CC(=O)NC(CCSC)C(=O)OC)c(=O)c21 (stereo not drawn),1.4%
Cc1noc(C)c1S(=O)(=O)N1CCC(C(=O)N2CCN(c3cccc(C(F)(F)F)c3)CC2)CC1,0.9%
COc1cccc(NC(=O)CSc2cc(C)[nH]c(=O)n2)c1,0.7%
CC(C)Sc1oc(-c2cccs2)nc1S(=O)(=O)c1ccc(Cl)cc1,-7.2%

# Next section, overlapping the part above by 6 compounds.
SMILES,TbPYK inhibitor
Cc1ccc2nc3n(c(=O)c2c1)-c1ncccc1C(=O)NC3Cc1ccccc1 (stereo not drawn),-5.7%
Cn1cnc2nc[nH]c2c1=O,-9.2%
CCCn1c2ccccc2c2cnn(CC(=O)NC(CCSC)C(=O)OC)c(=O)c21 (stereo not drawn),1.4%
Cc1noc(C)c1S(=O)(=O)N1CCC(C(=O)N2CCN(c3cccc(C(F)(F)F)c3)CC2)CC1,0.9%
COc1cccc(NC(=O)CSc2cc(C)[nH]c(=O)n2)c1,0.7%
CC(C)Sc1oc(-c2cccs2)nc1S(=O)(=O)c1ccc(Cl)cc1,-7.2%
CNC[C@@H]1Oc2cc(Br)ccc2S(=O)(=O)N([C@@H](C)CO)C[C@H]1C,-1.6%
C[C@H](O)[C@@H]1C(=O)N2CCc3ccc(-c4cccc(F)c4)cc3[C@@H]2C[C@@H]1N(C)C(=O)C(C)(C)C,-3.1%
COc1ccc(CNC(=O)c2ccc3c(c2)N(Cc2ccccc2C)C(=O)c2ccccc2S3=O)cc1 (stereo not drawn),-7.1%
CN1CCN(c2ncnc3c2ncn3[C@H]2CN(Cc3ccc4c(c3)OCO4)C[C@@H](CO)O2)CC1,0.2%
Cc1nc2ccc(Cl)cc2n1C,-4.4%
COc1ccc(NC(=O)CC(C)n2nc(C)cc2C)cc1Cl (stereo not drawn),2.8%
CCN1C(=O)[C@H]2[C@@H](c3ccc(OC)cc3)N[C@]3(CCCN(CCC(C)C)C3=O)[C@H]2C1=O,3.4%
COc1cc(NC(=O)CN2C(=O)CN(C)C(=O)c3ccccc32)cc(OC)c1OC,3.6%
O=C(CN1C(=O)COc2ccc(S(=O)(=O)N3CCCCCC3)cc21)N1CCN(c2ccc(F)cc2)CC1,-0.4%
NC(=N\N=Cc1ccccc1)/C(N)=N/N=Cc1ccccc1,-33.1%
COc1ccc(-c2ccc3c(c2)C2CC3CCN2Cc2ccc(OC(F)(F)F)cc2)cc1 (stereo not drawn),2.4%
O=C(NC(c1ccc(-c2ccccc2)cc1)c1cnccn1)C1CCN(Cc2ccc(Oc3ccccc3)cc2)CC1 (stereo not drawn),4.5%
COc1cccc(-c2nc(-c3cccc(C)c3)nc3cc(Cl)ccc23)c1,5.3%
FC(F)(F)c1ccccc1-c1ccc2nncn2c1,-4.6%
O=C(COc1ccc(Cl)cc1)OCc1cc(=O)n2nc(-c3cccs3)sc2n1,-0.4%
O=c1[nH]nnc2c1ncn2C1OC(CO)C(O)C1O (stereo not drawn),1.0%
CCc1ccc(NC(=O)CC2C(=O)N(c3ccc(F)cc3)C(=O)N2Cc2ccc(F)cc2)cc1 (stereo not drawn),0.7%
Cc1cccn2c(=O)c(C(=O)NCCc3ccccc3)cnc12,0.2%
CCOC(=O)c1c(NC(=O)c2nc(SC)ncc2Cl)sc(C)c1C,-3.7%
Cc1ccc(CNC(=O)Nc2cn(CC(C)C)c(=O)c3ccccc23)cc1,-2.1%
CCOC(=O)[C@]12Cc3cc(Cl)ccc3[C@H]1N(C1CCCCC1)C(=O)c1ccccc12,-9.3%
CCCS(=O)(=O)NC(=O)C1(C)CCN(C(=O)c2ccc(C(F)(F)F)cc2)C1 (stereo not drawn),-15.6%
CCOc1ccc(NC(=O)N2CCN(S(=O)(=O)c3ccc4c(ccn4C)c3)CC2)cc1,0.4%
C[C@H]1CN(S(=O)C(C)(C)C)[C@H](CCO)/C1=C\c1ccccc1 (stereo partly drawn),-3.2%
O=C(NCCCO)c1nn(-c2ccc(Cl)cc2)nc1CO,-0.6%

# Compounds from the list above containing a furan ring, fused or not:
SMILES,TbPYK inhibitor
Cc1oc2ncnc(N3CCOCC3)c2c1C(=O)N1CCN(c2cccc(C(F)(F)F)c2)CC1,0.4%
O=C(O)c1cocc1C(=O)O,6.5%

# Structural class, the entries above with a tert-butyl group (5)
SMILES,TbPYK inhibitor
Cc1nc2nc(NC(=O)c3ccc(C(C)(C)C)cc3)[nH]n2c(=O)c1C,-1.5%
CCOC(=O)c1c(C)n(-c2ccccc2)c2ccc(OC(=O)c3ccccc3NC(=O)C(C)(C)C)cc12,-6.5%
COc1cccc(C(c2nnnn2C(C)(C)C)N2CCC3(CC2)C(=O)NCN3c2ccccc2)c1OC (stereo not drawn),1.8%
C[C@H](O)[C@@H]1C(=O)N2CCc3ccc(-c4cccc(F)c4)cc3[C@@H]2C[C@@H]1N(C)C(=O)C(C)(C)C,-3.1%
C[C@H]1CN(S(=O)C(C)(C)C)[C@H](CCO)/C1=C\c1ccccc1 (stereo partly drawn),-3.2%

# Bioassay records deposited in PubChem by National Center for Advancing Translational Sciences (NCATS).

# Only part of the results is shown. The share of hits here may be higher or lower than overall.
